FBW7 activator: FBW7 E3 ligase activators, primary screen, biochemical, AlphaScreen, human; F-box/WD repeat-containing protein 7 (Homo sapiens), Q969H0; AlphaScreen FBW7–phospho-cyclin E peptide binding, activator screen; normalized activity (activation), % at 26.1 µM; actives 0.13% (n = 650,000); in the data active = normalized activity above about 1.9%;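 also: purified mutant Fbw7 with reduced substrate affinity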
MITF primary: MITF inhibitors, primary screen, biochemical, AlphaScreen, human. AID 1259374, 2018. AlphaScreen MITF homodimerization, bead proximity signal. inhibition, % at 2.6 µM. Microphthalmia-associated transcription factor (Homo sapiens), O75030. actives 0.91% (n = 650,000); in the data active = inhibition above about 50%;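 also: 0% = vehicle wells with protein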
Target sequence (O75030 whole entry, looked up): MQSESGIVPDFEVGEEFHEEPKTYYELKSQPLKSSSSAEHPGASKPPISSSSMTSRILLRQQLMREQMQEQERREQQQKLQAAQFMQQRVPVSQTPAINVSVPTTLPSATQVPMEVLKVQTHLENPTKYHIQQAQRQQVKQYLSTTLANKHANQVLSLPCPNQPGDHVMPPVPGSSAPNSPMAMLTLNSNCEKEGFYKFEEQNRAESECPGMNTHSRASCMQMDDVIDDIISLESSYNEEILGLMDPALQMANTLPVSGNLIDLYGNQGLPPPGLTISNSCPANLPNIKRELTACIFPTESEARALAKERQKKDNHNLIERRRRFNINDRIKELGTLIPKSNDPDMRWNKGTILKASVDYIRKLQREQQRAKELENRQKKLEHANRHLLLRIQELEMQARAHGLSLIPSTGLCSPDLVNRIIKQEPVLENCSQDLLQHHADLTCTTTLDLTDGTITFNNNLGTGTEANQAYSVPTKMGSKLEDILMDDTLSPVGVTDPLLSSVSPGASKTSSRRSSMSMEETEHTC
TEAD-YAP inh: TEAD-YAP interaction inhibition, primary screen, TEAD-YAP interaction inhibitor project, luminescence, HEK-TIYL cells | TEAD-Gal4/YAP UAS-luciferase luminescence | inhibition, % at 9.12 µM | actives 1.4% (n = 640,000) | AID 1259422, 2018; in the data active = inhibition above about 32%;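 also: 0% = median of test compound wells and 100% = reference inhibitor wells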
GPR151 activ: activators of human GPR151, primary screen, cell-based, PathHunter beta-arrestin, luminescence; actives 1% (n = 650,000); AID 1508602, 2020; PathHunter beta-arrestin GPR151 cells; activation, % at 11.2 µM; G-protein coupled receptor 151 (Homo sapiens), Q8TDV0; in the data active = activation above about 4.9%;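 also: 0% = median of compound wells and 100% = cells with positive control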
Target sequence (Q8TDV0 whole entry, looked up): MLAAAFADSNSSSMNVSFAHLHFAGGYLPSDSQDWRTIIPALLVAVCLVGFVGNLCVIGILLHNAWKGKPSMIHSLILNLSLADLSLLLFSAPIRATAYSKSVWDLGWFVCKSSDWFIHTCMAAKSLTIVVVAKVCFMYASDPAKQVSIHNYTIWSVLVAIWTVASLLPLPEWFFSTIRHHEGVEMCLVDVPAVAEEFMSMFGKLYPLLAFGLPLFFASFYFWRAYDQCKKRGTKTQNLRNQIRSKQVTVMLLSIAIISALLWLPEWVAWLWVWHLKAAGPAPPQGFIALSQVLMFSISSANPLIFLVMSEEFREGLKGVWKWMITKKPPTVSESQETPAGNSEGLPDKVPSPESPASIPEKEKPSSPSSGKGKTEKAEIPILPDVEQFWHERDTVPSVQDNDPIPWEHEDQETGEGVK
Starred values were filed as active, the others as inactive. Not a hit list; overall some 3.4% were active at least once.

SMILES	FBW7 activator	MITF primary	TEAD-YAP inh	GPR151 activ
CC(=O)c1cccc(CN2CCN(C3CCCC3)C(CCO)C2)c1 (stereo not drawn)	0.0	2	3	-0.2
Cc1cc(C)cc(N=C2NC(=O)/C(=C/c3cc(Br)c(OCc4ccccc4)c(Br)c3)S2)c1	1.3	13	3	-0.9
O=C(Nc1nc2ccc([N+](=O)[O-])cc2s1)C(F)(F)F	0.0	16	-2	-1.3
O=[N+]([O-])c1cc(S(=O)(=O)N2CCOCC2)ccc1N/N=C/c1ccc(O)cc1	-0.1	5	7	0.9
N#Cc1cccc(NC(=O)CNC(=O)CNC(=O)c2ccc(Cl)cc2Cl)c1	0.0	14	3	-2.3
CSc1ncc(CN2CCN(CCC(C)C)C(CCO)C2)cn1 (stereo not drawn)	0.0	-10	-2	-1.5
O=C(CCCC(=O)OCC(F)(F)C(F)F)Nc1ccc(Br)cc1	0.7	14	-1	1.4
C=CCNC(=O)CNC(=O)CNS(=O)(=O)c1ccc(C)cc1	0.1	-7	8	1.1
O=C(CSc1nnc(CNC(=O)c2ccc(S(=O)(=O)N3CCOCC3)cc2)n1-c1ccc(F)cc1)Nc1nc2ccccc2s1	-0.1	-6	-5	-0.2
COc1ccc(/C=C(\C#N)C(=O)OCC(=O)NC(C)C23CC4CC(CC(C4)C2)C3)cc1 (stereo not drawn)	0.0	0	-2	-0.6
Cc1ccc(OCC(=O)Nc2ccccc2I)c(C)c1	1.4	9	-49	-1.0
CC(=O)c1c(OCCC(C)C)ccc2c(C)cc(=O)oc12	0.7	16	-3	-1.2
COc1ccc([C@@H]2C[C@H]3CN(Cc4ccccc4OC)C(=O)[C@]34CCCN24)cc1C	-0.1	3	0	3.6
COc1cc([N+](=O)[O-])cc(CNc2ccc(-c3nc4cc(C(C)(C)C)ccc4o3)cc2)c1O	0.0	3	0	-0.2
CCn1c(SCC(=O)Nc2ccc(F)cc2)nc2c(c1=O)SC(C)C2 (stereo not drawn)	0.0	-4	-1	-0.1
CCN(C(=O)COc1ccc(Br)cc1F)C1CCS(=O)(=O)C1 (stereo not drawn)	-0.1	-8	-1	-0.2
O=C(Nc1cccc([N+](=O)[O-])c1)c1cncc(Br)c1	-0.1	-2	-5	0.3
CCC(C)NC(=O)CN1N=C(c2ccc(Cl)cc2)CCC1=O (stereo not drawn)	0.1	-7	-3	1.2
c1cn(-c2nc(-n3ccnc3)nc(-n3ccnc3)n2)cn1	0.0	2	-1	1.2
CC1(C)CC(=O)C(C(=S)Nc2ccc(F)cc2)=C(NCCc2ccccc2)C1	0.2	12	1	-0.2
COc1cc([N+](=O)[O-])cc2cc(C(=O)N3CCN(C(=O)c4ccco4)CC3)c(=O)oc12	-0.1	10	0	0.9
Cc1cc(NCCc2ccccc2)n2ncnc2n1	0.2	-11	5	0.2
Cc1cc(C)n2c(SCc3ccccc3F)nnc2n1	0.1	2	-6	-0.3
COC(=O)c1ccc(C(=O)OC)c(NC(=O)CSc2nc(C)cc(C)n2)c1	-0.1	5	-1	0.8
Cc1nnc(N/N=C/c2ccccc2)n1N	0.1	9	-7	4.2
COc1ccc(-c2[nH]nc3c2C(c2cccs2)C(C#N)=C(N)O3)cc1 (stereo not drawn)	-0.6	-10	-14	-0.4
CCCS(=O)(=O)c1ncc(Cl)c(C(=O)Nc2ccccc2OCC)n1	-0.1	-10	-3	-0.5
COC(=O)C1=CNC=C(C(=O)OC)C1c1cccc(OC)c1OC	0.4	6	7	0.4
O=C1NCCCCC1NS(=O)(=O)c1cc(S(=O)(=O)c2ccccc2)cs1 (stereo not drawn)	-0.4	0	2	0.1
CC(CC(=O)O)CC(=O)Nc1cccc([N+](=O)[O-])c1 (stereo not drawn)	-0.1	1	3	0.4
OCCNCCOCCOc1ccccc1-c1ccccc1	-0.1	24	3	1.4
CCCOC(=O)C1=C(C)NC2=C(C(=O)CC(C)(C)C2)C1c1cccc(Cl)c1Cl (stereo not drawn)	0.3	12	7	1.3
O=C1CN(C(=O)c2ccc(S(=O)(=O)N3CCCCC3)cc2)C(c2ccccc2)c2cc(Cl)ccc2N1 (stereo not drawn)	-0.4	11	-9	-0.1
O=C1C2C3c4ccccc4C(CO)(c4ccccc43)C2C(=O)N1c1cccc([N+](=O)[O-])c1 (stereo not drawn)	-0.2	-6	0	-0.6
CCC(=O)Nc1nnc(SCC(=O)NC2CCCCC2)s1	0.2	4	8	1.3
CCOC(=O)CSc1nc2c(sc(=S)n2-c2cc(Cl)ccc2OC)c2nc3ccccc3n12	0.1	-10	-4	-1.5
COc1ccc(/C=C2/C(=O)NC(=O)N(C3CCCCC3)C2=O)cc1C	-1.0	7	-13	0.0
CCN1CCC(NCc2cc(OC)cc(OC)c2)CC1	-0.1	-24	-3	-1.2
Cc1ccc(C(=O)OCC(=O)N2CCc3ccccc32)cc1	-0.1	5	-7	-0.7
CC(C)c1ccc(CN2CCc3nnc(CNC(=O)Cc4ccccc4)n3CC2)cc1	0.0	2	11	0.7
C/C(=N/NC(=O)CNS(=O)(=O)c1ccccc1)c1cccc(N)c1	0.0	13	4	-0.6
CC(C)(C)c1ccc(OCCNCCN2CCOCC2)c(Cl)c1	0.0	3	-3	0.4
COc1ccc(-c2cc(C(=O)N3CCC(C(N)=O)CC3)c3ccccc3n2)cc1OC	-0.2	-10	-1	0.7
CCCCCCc1cc2cc(-c3nc(-c4ccccc4)cs3)c(=N)oc2cc1O	0.7	9	-1	-0.5
CCOc1ccc(NC(=O)C2CC(=O)N(CCc3ccccc3)C(=Nc3ccc(OC)cc3)S2)cc1 (stereo not drawn)	0.1	8	4	-0.1
O=C(c1ccco1)N1N=C(c2ccncc2)CC1(O)C(F)(F)F (stereo not drawn)	-0.2	-17	-10	-0.3
CCN1C(=O)c2cccc3c(NC(=O)C(C)(C)C)ccc1c23	0.1	1	11	0.9
CCc1c(C)sc(NC(=O)c2cc3n(n2)C(C(F)(F)F)CC(c2cccs2)N3)c1C#N (stereo not drawn)	0.0	-1	-7	-0.4
O=C(c1ccccc1)n1ccc2ccccc21	0.1	-2	-8	0.6
Cn1cnnc1SCCNC(=O)c1ccc(OCC(=O)C2CC2)cc1	0.1	7	1	6.9*
COc1ccc(N2C(N)=NC(N)=NC23CCCC3)cc1	0.0	11	3	0.7
NC(=O)c1c(NC(=O)/C=C/c2cccc([N+](=O)[O-])c2)sc2c1CCCC2	-0.1	3	-10	1.2
CCN(CC)c1nc2c(c(=O)n(C)c(=O)n2C)n1C(C)C(C)=O (stereo not drawn)	-0.1	-10	-3	0.1
COCCNc1nc(-c2ccc3c(c2)OCO3)ccc1C(=O)NCCNC(C)=O	0.3	0	6	-1.1
CCOC(=O)c1ccc(-n2cc3c(=O)n(C)c(=O)n(C)c3c2)cc1	-0.1	3	-6	-1.5
COc1ccc(-c2[nH]nc3c2C(c2cccc(O)c2)C(C#N)=C(N)O3)cc1 (stereo not drawn)	0.0	-2	5	-0.8
O=C(c1nc2ccccn2c1CN1CCN(c2ccccc2O)CC1)N1CCCC1	0.3	5	10	-0.8
COc1ccc(-c2ccc(N)cc2)cc1	-0.2	3	-49	-0.7
COc1ccc(C2N(C(C)=O)CCCN2S(=O)(=O)c2ccc(C)cc2)cc1 (stereo not drawn)	0.0	5	2	-0.7
COc1ccccc1C1N=C(c2ccc(C)cc2)CC(c2cc(Cl)ccc2O)N1 (stereo not drawn)	0.0	10	7	1.4

Further results
SMILES	FBW7 activator	MITF primary	TEAD-YAP inh	GPR151 activ
O=C(c1cnn(-c2ccccc2)c1-n1cccc1)N1CCN(c2ccccn2)CC1	0.2	17	9	0.2
CN1C(=S)SC(C)(C)C1/[N+]([O-])=C/c1ccccc1 (stereo not drawn)	0.0	7	4	2.0
COc1ccccc1NC(=O)C(NS(=O)(=O)c1ccc2nc(C)sc2c1)C(C)C (stereo not drawn)	-0.1	6	-4	-0.8
Cn1c2c(c(=O)n(C)c1=O)C(c1ccccc1Br)C1=C(CCCC1=O)N2 (stereo not drawn)	0.0	-17	-65	-0.1
O=c1[nH]c2cc3c(cc2cc1CN(CCCO)S(=O)(=O)c1ccccc1F)OCO3	-0.5	45	-5	0.3
CCOC(=O)Cc1csc(NC(=O)Cc2ccccc2)n1	-0.2	-20	-6	-1.0
Cc1ccc(Nc2nnc(-c3ccc(N4CCOCC4)c([N+](=O)[O-])c3)s2)cc1Cl	0.0	1	-14	3.7
Cc1sc2nc[nH]c(=S)c2c1-c1ccccc1	0.3	19	4	0.1
COc1cccc(NC(=O)CNC(=O)Cn2cnc3sc(C)cc3c2=O)c1	0.0	-1	7	0.4
C=CCCNS(=O)(=O)c1ccc(Cl)cc1	-0.1	-2	1	-0.7
Nc1c(C(=O)NCc2ccccc2)sc2nc3c(c(-c4cccs4)c12)CCC3	0.0	3	-3	-1.2
COc1ccc(Br)c(/C=C2\NC(=O)NC2=O)c1	-0.3	-2	-2	-0.1

Rewritten in markdown: entries from further up
| Structure | FBW7 activator | MITF primary | TEAD-YAP inh | GPR151 activ |
| --- | --- | --- | --- | --- |
| O=C(c1nc2ccccn2c1CN1CCN(c2ccccc2O)CC1)N1CCCC1 | 0.3 | 5 | 10 | -0.8 |
| COc1ccc(-c2ccc(N)cc2)cc1 | -0.2 | 3 | -49 | -0.7 |
| COc1ccc(C2N(C(C)=O)CCCN2S(=O)(=O)c2ccc(C)cc2)cc1 (stereo not drawn) | 0.0 | 5 | 2 | -0.7 |
| COc1ccccc1C1N=C(c2ccc(C)cc2)CC(c2cc(Cl)ccc2O)N1 (stereo not drawn) | 0.0 | 10 | 7 | 1.4 |
| O=C(c1cnn(-c2ccccc2)c1-n1cccc1)N1CCN(c2ccccn2)CC1 | 0.2 | 17 | 9 | 0.2 |
| CN1C(=S)SC(C)(C)C1/[N+]([O-])=C/c1ccccc1 (stereo not drawn) | 0.0 | 7 | 4 | 2.0 |
| COc1ccccc1NC(=O)C(NS(=O)(=O)c1ccc2nc(C)sc2c1)C(C)C (stereo not drawn) | -0.1 | 6 | -4 | -0.8 |
| Cn1c2c(c(=O)n(C)c1=O)C(c1ccccc1Br)C1=C(CCCC1=O)N2 (stereo not drawn) | 0.0 | -17 | -65 | -0.1 |
| O=c1[nH]c2cc3c(cc2cc1CN(CCCO)S(=O)(=O)c1ccccc1F)OCO3 | -0.5 | 45 | -5 | 0.3 |
| CCOC(=O)Cc1csc(NC(=O)Cc2ccccc2)n1 | -0.2 | -20 | -6 | -1.0 |
| Cc1ccc(Nc2nnc(-c3ccc(N4CCOCC4)c([N+](=O)[O-])c3)s2)cc1Cl | 0.0 | 1 | -14 | 3.7 |
| Cc1sc2nc[nH]c(=S)c2c1-c1ccccc1 | 0.3 | 19 | 4 | 0.1 |
| COc1cccc(NC(=O)CNC(=O)Cn2cnc3sc(C)cc3c2=O)c1 | 0.0 | -1 | 7 | 0.4 |
| C=CCCNS(=O)(=O)c1ccc(Cl)cc1 | -0.1 | -2 | 1 | -0.7 |
| Nc1c(C(=O)NCc2ccccc2)sc2nc3c(c(-c4cccs4)c12)CCC3 | 0.0 | 3 | -3 | -1.2 |
| COc1ccc(Br)c(/C=C2\NC(=O)NC2=O)c1 | -0.3 | -2 | -2 | -0.1 |

More entries follow:
SMILES	FBW7 activator	MITF primary	TEAD-YAP inh	GPR151 activ
O=C(COC(=O)c1ccc([N+](=O)[O-])cc1)c1ccc(F)cc1	0.7	11	12	0.6
C#CCSc1nc2sc3c(c2c(=O)n1C)CCCC3	0.1	8	-5	0.0
CCN(CC)c1ccc(/C=C2\C(=N)N3N=C(N4CCCC4)SC3=NC2=O)cc1	0.0	14	5	0.3
Cc1ccc2c(COC(=O)CCNS(=O)(=O)c3ccc(Cl)cc3)cc(=O)oc2c1	0.4	5	8	-0.3
C=CCSc1nnc(NC(=O)CSc2nnc(N)s2)s1	0.8	16	-1	-0.6
O=C(NCC1CCN(c2ccc(S(=O)(=O)N3CCCC3)cc2)CC1)c1ccco1	0.5	-5	8	-0.7
COc1cccc(C(CC(=O)N2CCC3(CC2)OCCO3)NS(=O)(=O)c2ccc(F)cc2)c1OC (stereo not drawn)	-0.1	-1	-2	-1.5
CC(C)Oc1ccc(C(=O)OCC(=O)NCC(F)(F)F)cc1	0.0	-8	-6	-1.9
Cc1nc2c(o1)NC(N)=C(C#N)C2C1CC=CCC1 (stereo not drawn)	-0.1	23	11	-0.3
O=S(=O)(Nc1cccc2ccccc12)c1ccc(F)cc1	1.2	6	1	-0.1
COC(=O)c1sccc1NC(=O)Cc1nn(C)c(=O)c2ccccc12	0.1	8	6	0.4
CCC1(CCC(=O)NCc2ccc(C(=O)OC)cc2)CCC(=O)N1 (stereo not drawn)	-0.1	1	3	-0.5
CC1=C(C(=O)OCCC(C)C)C(c2ccc(Cl)c(Cl)c2)NC(=O)N1C (stereo not drawn)	0.1	3	-9	0.2
O=C(NC1CC2CCC1C2)c1cccc(Cl)c1 (stereo not drawn)	0.2	-17	-8	-0.8
CCc1ccc(S(=O)(=O)NCc2cn3ccccc3n2)cc1	0.2	-13	5	-1.2
COc1ccccc1-n1cc(CN2CCN3C(=O)[C@H](Cc4ccccc4)N(C)C(=O)[C@H]3C2)cn1	-0.1	-4	0	-0.9
O=C1N/C(=N\c2ccccn2)SC1Cc1ccc(Br)cc1 (stereo not drawn)	-0.3	-7	11	0.0

From PubChem BioAssay
